mABHD4 FP = inhibitors of mouse ABHD4; purified mABHD4, FP-Rh probe fluorescence polarization; inhibition, % at 8.92 µM; actives 0.54% (n = 370,000);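 active means inhibition exceeding the mean over every tested compound plus 3 SD, cut at about 30% in these data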;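 further: 0% = plate median of compound wells and 100% = S159A mutant with DMSO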
Target sequence (Q8VD66 whole entry, looked up): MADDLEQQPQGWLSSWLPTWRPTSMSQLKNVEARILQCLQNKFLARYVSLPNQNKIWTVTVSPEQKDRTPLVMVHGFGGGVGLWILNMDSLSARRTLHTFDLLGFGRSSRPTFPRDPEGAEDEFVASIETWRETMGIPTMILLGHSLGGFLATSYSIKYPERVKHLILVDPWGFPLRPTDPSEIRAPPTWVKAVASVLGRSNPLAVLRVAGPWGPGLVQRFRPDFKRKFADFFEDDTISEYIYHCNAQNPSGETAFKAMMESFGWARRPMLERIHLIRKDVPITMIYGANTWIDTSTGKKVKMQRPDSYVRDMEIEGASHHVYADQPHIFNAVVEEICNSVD
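Test system: mouse ABHD4 enzyme, wild type. Reagent: FP-Rh fluorescent activity-based probe, added after compound pre-incubation. Timing: pre-incubation 45 min, probe exposure 60 min, at 25 °C. Technique: FP readout, ex 525 nm / em 598 nm. Benchmarks: high control S159A mutant with DMSO, low control median of compound wells.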
NPR2 activator = GC-B (human) receptor activation | P20594 | actives 0.11% (n = 370,000) | HEK293-GC-B cells, CNP EC30, cGMP TR-FRET; 0% at EC30 CNP, 100% saturating CNP | activation, % at 10 µM;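 active means activation at 10 µM reaching about 35% in either raw or pattern-adjusted values, limit read from the data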
ASAP1 inh = inhibitors of human ASAP1 ArfGAP activity; Q9ULH1; ASAP1-stimulated ARF1 GTP hydrolysis, GDP FP detection; inhibition, % at 16.5 µM; actives 0.19% (n = 360,000); in the data active means inhibition above about 25%;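 further: 0% = vehicle with enzyme and substrate and 100% = no enzyme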
Target sequence (Q9ULH1 325-724 limits assumed): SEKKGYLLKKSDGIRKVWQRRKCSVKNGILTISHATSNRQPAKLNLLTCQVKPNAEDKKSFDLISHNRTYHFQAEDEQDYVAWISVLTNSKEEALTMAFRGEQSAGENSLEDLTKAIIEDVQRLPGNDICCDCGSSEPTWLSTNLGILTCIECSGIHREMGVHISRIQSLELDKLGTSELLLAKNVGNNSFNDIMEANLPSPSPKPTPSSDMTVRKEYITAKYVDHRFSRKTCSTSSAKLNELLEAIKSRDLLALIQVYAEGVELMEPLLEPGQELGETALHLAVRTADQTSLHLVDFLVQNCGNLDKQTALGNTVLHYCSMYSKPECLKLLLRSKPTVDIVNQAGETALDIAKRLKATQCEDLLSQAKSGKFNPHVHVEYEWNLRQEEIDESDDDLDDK
NPR1 activator = GC-A (human) enzyme activation | P16066 | HEK293 GC-A cells, cGMP TR-FRET, EC30 ANP; 0% at EC30 ANP, 100% saturating ANP | activation, % at 10 µM | actives 0.14% (n = 370,000) | AID 1671463; in the data active means activation above about 40%
PG9 binder = binds the HIV-1 gp120 antibody PG9; TR-FRET gp120-PG9 antibody binding; inhibition, % at 6.7 µM; actives 0.43% (n = 360,000); AID 624416; in the data active means inhibition above about 8.5%
SMARCA2 activ = activators of SMARCA2 function | MG213 cells, MMTV-luciferase reporter, dexamethasone, overnight | activation, % at 9.1 µM | actives 1% (n = 370,000) | AID 652017; in the data active means activation above about 7.8%;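 further: 0% = vehicle wells and 100% = reference activator wells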
NR1D1 modulator = modulates human Rev-erb alpha binding to DNA; activity, % at 10 µM; actives 0.79% (n = 370,000); P20393; Rev-erbα–FITC-DNA binding, fluorescence polarization, 90 min;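 active means activity above about 14%, limit read from the data; passing the limit was not always enough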;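 further: 0% = DMSO wells with 35 nM protein and 100% = DMSO wells with 750 nM protein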
ARFGAP1 inhibitor = inhibitors of rat ARFGAP1. actives 0.26% (n = 360,000). Arfgap1-stimulated ARF1 GTP hydrolysis, GDP FP detection. inhibition, % at 16.5 µM;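 active means inhibition above a per-plate limit, mean inhibition of low control wells plus 3 SD, cut at about 25% in these data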;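 further: 0% = DMSO wells with enzyme and 100% = wells lacking Arfgap1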
Target sequence (Q62848 1-136 limits assumed): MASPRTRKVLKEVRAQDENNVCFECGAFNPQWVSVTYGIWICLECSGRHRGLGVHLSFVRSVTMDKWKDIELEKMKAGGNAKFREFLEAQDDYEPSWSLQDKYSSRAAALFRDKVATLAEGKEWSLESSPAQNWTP
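system = rat Arfgap1 catalytic domain, aa 1-136 | technique = FP, GDP Alexa 633 tracer displaced from anti-GDP antibody, 620/688 nm | compound = one concentration, 16.5 µM, DMSO 1.26% | medium = HEPES-based buffer, pH 7.5 | timing = compound-enzyme preincubation 20 min, reaction 120 min, detection 60 min, 25 °C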
HTRA1 inh = inhibitors of human serine peptidase HTRA1; AID 504803; recombinant HTRA1, FP-rhodamine activity-based probe, fluorescence polarization; inhibition, % at 5.96 µM; actives 0.5% (n = 340,000); Q92743; in the data active means inhibition above about 36%;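 further: 0% = enzyme with DMSO and 100% = wells lacking enzyme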
rCAG RNA binder = molecules binding r(CAG) RNA repeats. r(CAG) RNA repeat, TO-PRO-1 dye displacement fluorescence. inhibition, % at 3 µM. actives 1.3% (n = 370,000);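 active means inhibition above the plate cutoff, the mean of all test compounds on that plate plus 3 SD, cut at about 35% in these data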;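 further: 0% = DMSO alone and 100% = 100 µM mitoxantrone as full dye displacement; higher means more dye released from RNA so lower well fluorescence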
Active calls of the source: *; · = not tested or not shown.

Every second line gives: mABHD4 FP, NPR2 activator, ASAP1 inh, NPR1 activator, PG9 binder, SMARCA2 activ, NR1D1 modulator, ARFGAP1 inhibitor, HTRA1 inh, rCAG RNA binder
1: COc1cccc(-c2nc(CS(=O)(=O)CC(=O)NCc3ccc4c(c3)OCO4)c(C)o2)c1
→ -6, -10, 0, -4, -1.9, -3, 21, -15, -6, -2
2: Cc1ccc(NC(=O)CNC(=O)c2ccc3c(c2)OCO3)nc1
→ 4, 2, -5, 3, -1.7, 1, -6, 6, 0, 0
3: Cc1cccc(OCCSc2nnc(-c3ccoc3C)n2C)c1
→ -3, -6, 3, -8, -2.4, 0, 0, -18, -3, -6
4: NC(=O)c1cccc2cc3ccccc3cc12
→ 4, -8, -10, 3, -13, 1, -5, 10, 2, 6
5: Cc1nn(C)c(C)c1Sc1ccc(Br)cc1
→ -5, 20, -3, 10, -0.3, -1, 3, -8, 2, 1
6: NC1=NC2(CCCC2)n2c(nc3ccccc32)N1
→ -1, 1, -4, 4, 0.3, 2, -5, -5, -2, 2
7: S=c1[nH]nc(-c2ccco2)n1/N=C/C=C/c1ccco1
→ 17, -2, 1, -1, -1.8, -1, -6, 1, 27, 20
8: CC(=O)c1c(C)[nH]c(C(=O)OCC(=O)N2CC(=O)Nc3ccccc32)c1C
→ -8, -4, -18, -6, 0.4, -5, 1, 11, 5, -3
9: O=C(/C=C/c1ccccc1[N+](=O)[O-])NCCCn1ccnc1
→ 2, 1, 6, 0, -1.3, 3, -1, 2, 6, 1
10: O=C(Nc1ccc2c(c1)OCO2)c1noc2c1CCCC2
→ 7, 1, 1, 1, -1.1, 1, 1, 2, 11, 2
11: COC(=O)/C=C1\OCc2cc(C)ccc21
→ 0, -5, 8, 2, 0.1, 13*, -4, -3, ·, 4
12: Cc1ccc(S(=O)(=O)Nc2ccc(O)c3ncccc23)cc1
→ 15, -2, -2, 5, -0.8, 0, 2, 3, 20, 6
13: O=C(COc1ccccc1Cl)N1CCc2ccccc21
→ 7, -3, -6, 5, -0.6, 5, -6, -5, -10, -1
14: O=[N+]([O-])c1cc([N+](=O)[O-])c(Oc2cc(Cl)cc(Cl)c2)cc1NN1CCCCC1
→ 4, 4, 7, 6, -1.0, 1, -3, -7, -6, 0
15: C=CCNC(=O)CSc1nnc(-c2ccc(S(=O)(=O)N3CCCC3)cc2)n1C
→ 2, 4, -3, -3, -1.2, -3, 0, 9, 1, -3
16: COC(=O)C[C@H]1c2ccccc2S(=O)(=O)N1c1cccc(OC)c1
→ -1, 0, 7, 3, -1.3, -1, 0, 4, -12, 6
17: O=C(CCN1C(=O)/C(=C\c2ccc(F)cc2)SC1=S)Nc1ccc(O)cc1
→ -12, 2, -3, -4, -2.7, 0, 3, -7, -2, 5
18: CC1(C)C(=O)NCCN1C(=O)CC1C(=O)NCCN1CC(c1ccccc1)c1ccccc1 (stereo unspecified)
→ -1, 0, -2, 1, 0.0, -1, 7, 0, -11, 1
19: Cc1ccc(NC(=O)Nc2ccc(C(=O)N3CCOCC3)cc2)cc1
→ -2, 6, -4, 1, -2.5, 0, -4, -4, -4, 0
20: Cc1ccc(/C=N/NC(=O)C(c2ccncc2)N2CCOCC2)cc1 (stereo unspecified)
→ -10, 4, 4, 3, -2.1, -7, 1, 1, 0, 0
21: COCc1cccc(-c2csc(C(C)(O)c3cccc(OC)c3)n2)c1 (stereo unspecified)
→ -14, -3, -7, 3, 0.2, -3, 0, 6, ·, -1
22: CSCC[C@H](NC(=O)Cc1c(C)c2cc3c(C)c(C)oc3cc2oc1=O)C(=O)N[C@@H](C(=O)O)c1ccccc1
→ -1, -1, -4, 1, -1.2, 2, -5, -22, ·, 40*
23: O=C(Nc1ccccc1C(=O)N/N=C/c1ccco1)c1ccccc1
→ 1, -2, 4, -2, -1.5, -1, 4, -2, -4, 2
24: COc1ccc(C2CC(c3cccc(Cl)c3)=NN2c2ccc(S(N)(=O)=O)cc2)cc1 (stereo unspecified)
→ -31, 5, 4, 13, 2.3, -3, -11, 12, -30, 12
25: N#CC1=C(N)Oc2c(ccc3cccnc23)C1c1ccccc1 (stereo unspecified)
→ 15, 12, 2, 12, -1.8, -6, 0, -4, 41*, 2
26: CCN(C(=O)COC(=O)c1ccc2[nH]c(C)c(C)c2c1)c1c(N)n(Cc2ccccc2)c(=O)[nH]c1=O
→ 1, -3, 6, 0, -0.4, 0, 0, 12, 8, 6
27: CN(Cc1ccc(F)cc1)C(=O)c1cccc(S(=O)(=O)N2CCN(c3ccc(F)cc3)CC2)c1
→ -5, -4, 4, -1, 0.5, -2, 8, -3, -17, 0
28: O=C(COC(=O)CNC(=O)c1ccccc1)NCCc1ccccc1
→ 5, -2, -1, 1, -2.0, 0, -4, -6, 3, -2
29: NC(Cc1ccccc1)c1csc(NC(=O)Nc2ccccc2Oc2ccccc2)n1 (stereo unspecified)
→ 8, -3, 19, -10, 0.1, -7, 2, 10, ·, 18
30: COc1ccc(CN=C2NC(=O)CC(C(=O)Nc3ccc([N+](=O)[O-])cc3C)S2)cc1 (stereo unspecified)
→ 0, 1, 8, -3, -1.6, -2, -3, -9, -2, 1
31: O=C(NNS(=O)(=O)c1ccc(F)cc1)C1CC(c2cccnc2)=NO1 (stereo unspecified)
→ 0, -4, 0, 1, -2.2, 2, -4, 5, 1, 0
32: Cc1cc(C(=O)OCC(=O)NCc2ccco2)c(C)n1-c1ccccc1
→ 2, -4, 1, -6, -2.8, 0, 4, 1, -3, 0
33: O=C(CCCNS(=O)(=O)c1cccc2nsnc12)NCCc1ccccc1
→ 7, 0, 9, -3, -1.5, 2, -2, 5, -7, -2
34: C=CCN(CC=C)CCOc1ccc(OC(C)C)cc1
→ 7, 2, 3, 1, 1.0, 1, -2, -5, -4, -5
35: CCc1ccc2[nH]c(=O)c(CN(Cc3ccc4c(c3)OCO4)C(=O)c3ccco3)cc2c1
→ -10, -1, 7, -5, 0.1, 0, 2, 2, ·, 3
36: COc1cccc(OC)c1C(=O)Nc1nc(-c2ccccc2)cs1
→ -20, 0, 13, 4, -2.7, -1, 11, -11, -24, 4
37: Cc1ccccc1OCC(=O)OCC(=O)c1ccc(OCc2ccccc2)cc1
→ -10, 3, 2, 4, 1.1, 2, 3, -12, -13, 4
38: COC(=O)c1cn(-c2ccc(F)cc2)c(=O)c2ccccc12
→ 3, 0, -1, -2, -2.5, -1, 2, 0, -2, -2
39: CC(C)c1nc(C#N)c(NN)o1
→ 9, 4, -21, 2, -2.0, 4, 3, -8, 6, -4
40: COCOc1ccc(C=O)cc1OCOC
→ 0, -6, -4, 2, 1.4, 0, -1, 2, -4, 1
41: Cc1ccc(NC(=O)Nc2ncccc2C)cc1
→ -3, 1, -10, 3, -2.2, 6, 3, -10, -3, -1
42: O=S1(=O)N=C2CCCCCN2C(c2ccncc2)N1 (stereo unspecified)
→ 2, 0, -7, 7, -0.7, -1, -3, -7, 5, 0
43: O=C1C=CC(=O)N1c1ccc2c(c1)Cc1cc(F)ccc1-2
→ 2, 16, -10, 9, 2.8, 0, 0, 0, -5, 2
44: COc1ccc(NC(=O)CSc2nc(C)cc(C)n2)c([N+](=O)[O-])c1
→ 4, 1, 8, 1, -1.1, -1, 5, 7, 0, -6
45: CCN(CC)c1ccc2c(O)cc(=O)oc2c1
→ 4, 0, 0, -2, -2.0, -2, 1, -5, 1, 16
46: COc1cccc(OC)c1OCCCCCc1c(C)n[nH]c1C
→ 2, 1, -4, 0, 0.8, -1, -2, 3, 0, -11
47: CCCCNc1nc(-c2ccccc2)cc(C(F)(F)F)c1C(N)=O
→ -14, -4, 2, -8, -2.2, -3, -5, 4, -27, -6
48: COc1ccc(-c2nc(-c3cccs3)c(-c3cccs3)[nH]2)cc1O
→ 22, -9, 16, -5, 2.8, -1, 11, 18, 21, 16
49: C[C@@H]1CN([C@H](C)CO)C(=O)c2cc(NC(=O)Nc3cccc4ccccc34)ccc2O[C@H]1CN(C)Cc1ccc(C(F)(F)F)cc1
→ -25, -7, -4, 1, -0.4, -4, 2, 10, -51, 9
50: COc1ccc(-c2nc3cccc(C)n3c2NCC2CCCO2)cc1O (stereo unspecified)
→ 6, 0, -2, -1, -8.0, 0, 1, 12, 1, -7
51: COc1cc(OC)cc(C(=O)N2CCN(C(=O)COc3ccc4ccccc4c3)CC2)c1
→ -4, -2, -3, -6, 1.9, -1, -1, -2, -2, -6
52: N#C/C(=C\c1c(F)cccc1Cl)C(=O)NC1CC1
→ 3, 17, -3, 12, -0.7, 3, 3, -2, 2, -1
53: CC(C)(C)c1ccc(C(=O)N2CCC2(C)C(=O)Nc2cccc3ncccc23)cc1 (stereo unspecified)
→ -3, 6, 3, 1, 0.3, -5, -1, 4, ·, 1
54: C=CCNC(=O)C1CC2Cn3c(nc4cc(C)c(C)cc43)C2N1C (stereo unspecified)
→ -6, 0, 6, 1, -0.5, 2, 0, 8, 8, -3
55: O=[N+]([O-])c1ccc(N=Cc2c(O)ccc3ccccc23)cc1
→ 5, -3, -19, 6, 1.5, -1, 2, -6, 1, 2
56: Cc1sc2ccccc2c1CNC[C@H]1O[C@@H](n2cnc(C(N)=O)n2)[C@H](O)[C@@H]1O
→ -3, 5, -5, 4, 0.8, -2, 3, -4, 0, -1
57: CN(CCCC1CCCC1)C(=O)CC1C(=O)NCCN1Cc1cccc(F)c1F (stereo unspecified)
→ 3, 1, -23, 2, -0.7, -2, -2, 4, -4, -7
58: CCN(CC(=O)Nc1cc(Cl)ccc1-n1cncn1)Cc1nc2ccccc2c(=O)[nH]1
→ 2, -10, -7, -9, 0.8, -2, -1, 0, 1, -1

Single records, from the list above.
Shown for COc1cc(OC)cc(C(=O)N2CCN(C(=O)COc3ccc4ccccc4c3)CC2)c1 → mABHD4 FP = -4; NPR2 activator = -2; ASAP1 inh = -3; NPR1 activator = -6; PG9 binder = 1.9; SMARCA2 activ = -1; NR1D1 modulator = -1; ARFGAP1 inhibitor = -2; HTRA1 inh = -2; rCAG RNA binder = -6
Shown for COc1cccc(OC)c1OCCCCCc1c(C)n[nH]c1C → mABHD4 FP = 2; NPR2 activator = 1; ASAP1 inh = -4; NPR1 activator = 0; PG9 binder = 0.8; SMARCA2 activ = -1; NR1D1 modulator = -2; ARFGAP1 inhibitor = 3; HTRA1 inh = 0; rCAG RNA binder = -11

Compound activity from PubChem BioAssay.
